AGP1-GFP MLPCN: alters AGP1-GFP fluorescence in TOR pathway yeast screen | GFP response vs DMSO, % at 10 µM | S. cerevisiae AGP1-GFP multiplex flow cytometry, 3 h; GFP as percent of DMSO wells | AID 2066 | 320,000 tested, 0.02% active;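 active = GFP response relative to DMSO above a set limit, near screen average plus 3 SD, cut at about 150% in these data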;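 also: median GFP channel fluorescence of the gated AGP1 strain per well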
CIT2-GFP yeast: yeast TOR pathway CIT2-GFP modulation | 320,000 tested, 0.065% active | S. cerevisiae CIT2-GFP strain, flow cytometry, 3 h; 100 means same as DMSO wells | GFP response vs DMSO, % at 10 µM;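 active = GFP response relative to DMSO above a set limit, near the screen mean plus 3 SD, cut at about 150% in these data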;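 also: ratio of well median GFP fluorescence to mean of DMSO wells on the plate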
GLD-1 TGE inh: GLD-1-TGE RNA interaction inhibition (C. elegans); Q17339; purified GLD-1 + fluorescein TGE RNA, fluorescence polarization; inhibition, % at 5.96 µM; 320,000 tested, 0.44% active;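 active = percent inhibition above a per-plate cutoff, the plate mean of test compounds plus 3 SD, cut at about 30% in these data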;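 also: 0% = DMSO wells with GLD-1 and probe and 100% = wells lacking GLD-1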
VLA-4 inh: inhibition in a human VLA-4 binding assay. VLA-4 expressing cells, ligand binding flow cytometry. 330,000 tested, 0.2% active. inhibition, % (about 7 µM as worked out from the volumes in the protocol). AID 2557; in the data active = inhibition above about 50%
BCLXL inh: blocks human Bcl-xL binding to Bim BH3 peptide. GST-Bcl-xL / FITC-Bim BH3 peptide fluorescence polarization. Q07817. AID 2129. 320,000 tested, 0.7% active. inhibition, % at 10.9 µM;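 active = inhibition above the mean of all tested compounds plus 3 SD, cutoff set per campaign, cut at about 30% in these data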;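 also: 0% = DMSO wells and 100% = unlabeled Bim-BH3 peptide competitor; inhibitors lower millipolarization by displacing the labeled peptide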
MEX-5 binding: C. elegans MEX-5 TCR-2 RNA binding activity. MEX-5/FITC-TCR2 RNA binding, fluorescence polarization; hits give low values. activity score (negative = inhibition of binding), % at 10 µM. 300,000 tested, 0.38% active. AID 1832;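 active = inhibition past about -25% in most replicates, and total fluorescence under double the plate's negative control median, limit read from the data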;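 also: 0% = DMSO and -100% = 5 µM competing unlabeled TCR2 RNA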
MCL1-BIM inh: MCL1-BIM-BH3 interaction inhibition (human); 320,000 tested, 0.68% active; GST-MCL1 / FITC-Bim-BH3 fluorescence polarization; inhibition, % at 10.9 µM; Q07820;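 active = inhibition above the mean inhibition of all tested compounds plus 3 SD, set per campaign, cut at about 40% in these data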;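 also: 0% = DMSO wells and 100% = unlabeled Bim-BH3 peptide control; higher means more loss of mP so more displacement of Bim peptide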
Target sequence (Q07820 whole entry, looked up): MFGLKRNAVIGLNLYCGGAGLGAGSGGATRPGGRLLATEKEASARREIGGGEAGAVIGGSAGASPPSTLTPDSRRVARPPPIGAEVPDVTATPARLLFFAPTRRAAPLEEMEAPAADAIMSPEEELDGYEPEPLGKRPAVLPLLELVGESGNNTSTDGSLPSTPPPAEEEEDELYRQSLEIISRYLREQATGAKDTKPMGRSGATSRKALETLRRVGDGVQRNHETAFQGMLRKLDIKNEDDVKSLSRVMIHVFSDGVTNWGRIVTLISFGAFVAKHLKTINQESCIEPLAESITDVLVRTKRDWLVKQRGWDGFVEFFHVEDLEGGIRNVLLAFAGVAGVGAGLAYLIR
GRK2 aptamer HTS: human GRK2 inhibition via aptamer displacement | P25098 | bead flow cytometry, FAM-aptamer displacement from GRK2 | inhibition of aptamer binding, % at 10 µM | 330,000 tested, 0.59% active | AID 488847;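 active = inhibition of aptamer binding above 40%, roughly 3 SD of noise, on plates passing a quality check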;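 also: median bead fluorescence of bound FAM aptamer so fluorescent compounds give negative values; no value below 0 was filed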
Target sequence (P25098 whole entry, looked up): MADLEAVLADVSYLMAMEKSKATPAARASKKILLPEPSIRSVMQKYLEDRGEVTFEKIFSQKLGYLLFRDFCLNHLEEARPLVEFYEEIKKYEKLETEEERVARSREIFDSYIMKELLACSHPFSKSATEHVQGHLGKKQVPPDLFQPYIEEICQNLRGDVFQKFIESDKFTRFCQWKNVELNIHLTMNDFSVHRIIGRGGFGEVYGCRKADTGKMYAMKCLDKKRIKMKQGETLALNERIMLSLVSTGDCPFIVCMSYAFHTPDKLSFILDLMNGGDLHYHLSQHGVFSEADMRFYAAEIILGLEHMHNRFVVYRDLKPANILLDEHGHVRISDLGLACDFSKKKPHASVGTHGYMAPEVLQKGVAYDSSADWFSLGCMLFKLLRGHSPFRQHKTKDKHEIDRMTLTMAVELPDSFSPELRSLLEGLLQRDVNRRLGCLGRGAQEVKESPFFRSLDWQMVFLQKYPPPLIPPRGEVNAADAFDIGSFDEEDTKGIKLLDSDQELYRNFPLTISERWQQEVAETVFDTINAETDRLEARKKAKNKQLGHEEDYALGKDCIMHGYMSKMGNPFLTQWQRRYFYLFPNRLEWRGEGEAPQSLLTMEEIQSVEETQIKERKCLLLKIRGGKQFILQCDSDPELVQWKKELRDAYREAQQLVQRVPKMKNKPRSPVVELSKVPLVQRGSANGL
Fam108B counter: Fam108B inhibition, counter-screen for RBBP9 inhibitors; recombinant Fam108B, FP-Rh probe fluorescence polarization; inhibition, % at 9.51 µM; 300,000 tested, 0.33% active; AID 1947;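 active = inhibition above the screen mean inhibition plus 3 SD, computed separately per campaign, cut at about 18% in these data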;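 also: inhibitors lower polarization as less probe binds the enzyme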
* hit, by the source's call; · = no result given; [ ] = remark or other dose. Not a hit list; overall some 2.2% were active at least once.

Each structure is followed by: VLA-4 inh	AGP1-GFP MLPCN	CIT2-GFP yeast	BCLXL inh	GLD-1 TGE inh	GRK2 aptamer HTS	Fam108B counter	MCL1-BIM inh	MEX-5 binding
- O=C(CCS(=O)(=O)c1cccc2nonc12)N1CCOCC1
  -2	97	95	1	-3	0	0	-4	-1.6
- CC(Oc1ccc2c(-c3ccccc3)cc(=O)oc2c1)C(=O)NCCCn1ccnc1 (centres undefined)
  4	100	98	2	0	0	1	1	0.8
- Cc1ccc(NS(=O)(=O)c2ccc(NC(=O)N3CCCCC3)cc2)cc1
  2	96	95	4	-9	3	-5	2	-1.0
- COCCC(=O)N1CCC(Oc2ccc(C(=O)NCc3cc(C)n(C)n3)cc2)CC1
  17	101	97	0	1	0	-1	1	-1.1
- CC(=O)C1=C(O)C(=O)N(Cc2cccnc2)C1c1ccc(Cl)cc1Cl (centres undefined)
  11	103	105	8	6	0	-3	0	-2.1
- O=C(NCc1cccc2ccccc12)Nc1ccccc1
  -6	96	100	1	4	0	2	6	-0.7
- Cc1ccc(Nc2nc(N3CCOCC3)c3ccccc3n2)cc1
  8	100	106	6	2	0	2	4	-3.2
- CSC1=NCCN1C(=O)c1cccs1
  13	102	100	4	2	0	1	-1	0.6
- CCc1cc(CNC(=O)CC2C(=O)NCCN2Cc2ccc(-c3ccccc3)cc2)on1 (centres undefined)
  4	102	97	15	9	0	-2	14	3.5
- CCn1c(SCC(=O)Nc2cc(C)on2)nnc1-c1cccs1
  10	100	·	3	-10	0	1	5	-3.5
- N#CC(C#N)=c1ccc2c(c1)N1C(c3ccccc3)=CC(c3ccccc3)C3CCCCC31N=2 (centres undefined)
  6	99	106	1	-3	1	-4	5	0.0
- Cc1ccc(CNC(=O)c2ccc(N3CCC4(CC3)CC(c3cccc(Br)c3)=NO4)c(NC(=O)c3ccccc3)c2)cc1
  -5	105	102	-3	9	0	-7	-5	1.9
- COCCN1C(=O)C(=O)/C(=C(/O)c2cccc(OC)c2)C1c1ccncc1 (centres undefined)
  4	95	90	4	2	4	0	-4	-1.5
- CCOc1ccc(OCC)c(NC(=O)CCn2cccc2)c1
  -1	112	93	7	3	0	-2	3	-1.2
- Cc1ccc(C(=O)NC2CCCc3ccccc32)o1 (centres undefined)
  9	102	89	4	7	0	0	-1	-2.5
- COc1ccc(-c2nc(CS(=O)CC(=O)NC3CCCC(C)C3C)c(C)o2)cc1OC (centres undefined)
  14	96	105	4	6	0	2	4	2.6
- O=C(NNC(=S)Nc1ccccc1)c1cccc(S(=O)(=O)N2CCOCC2)c1
  4	95	93	6	8	1	-1	2	1.4
- O=C(Cc1ccc(Br)cc1)N1CCc2ccccc2C1
  10	93	88	-2	-6	1	5	-3	1.2
- Cc1ccc(C#CC[N+]2(C)CCCCC2)cc1
  14	97	92	-5	7	0	0	-9	3.8
- O=[N+]([O-])c1ccc(N2N=C(c3ccco3)CC2c2ccccc2)cc1 (centres undefined)
  6	63	223*	-58	-32	5	-9	-96	-4.7
- CCC(C)c1ccc(OCCN2CCCC2)cc1 (centres undefined)
  -4	98	99	3	7	0	-1	3	0.5
- O=C(Cn1c(=O)c2cccn2c2cccnc21)N1CCN(c2ccc(Cl)cc2)CC1
  -4	101	102	7	5	3	-7	4	0.7
- COCc1c(C(=O)OCc2nc3ccsc3c(=O)[nH]2)oc2ccccc12
  1	99	94	2	5	1	·	11	·
- Cc1ccc2c(c1)nnn2C1CCN(C(=O)Nc2ccccc2C)CC1
  5	94	91	3	-6	0	0	3	1.8
- NC(=O)c1ccccc1NC(=O)COC(=O)C1(c2ccccc2)CC1
  3	104	83	-1	10	2	-3	5	-0.2
- CCOC(=O)c1c(C)[nH]c(C)c1C(=O)COC(=O)c1ccc(S(=O)(=O)C(F)F)cc1
  23	99	98	5	6	35	·	-3	·
- CC(C)[C@H](Nc1ccc(S(=O)(=O)N2CCOCC2)cc1[N+](=O)[O-])C(=O)OCC(N)=O
  -4	103	103	8	0	0	3	-1	0.3
- C#CCOCCOCCOCCNc1nc(N2CCOCC2)nc(N2CCN(C(=O)CCCCCCCCCCNC(=O)[C@H](CO)n3cc(CCCCCN)nn3)CC2)n1
  2	82	87	4	2	0	2	-3	·
- COc1ccsc1C(=O)NCCN1CCOCC1
  -19	123[may fluoresce green]	168*[may fluoresce green]	0	4	1	-1	4	-1.3
- CCCCN(CC)S(=O)(=O)c1ccc2c(c1)CCCN2C(C)=O
  13	101	140	7	-5	0	4	0	0.9

3 of the entries above in order of their number in MEX-5 binding, rising.
smiles | MEX-5 binding
COc1ccsc1C(=O)NCCN1CCOCC1 | -1.3
CC(C)[C@H](Nc1ccc(S(=O)(=O)N2CCOCC2)cc1[N+](=O)[O-])C(=O)OCC(N)=O | 0.3
CCCCN(CC)S(=O)(=O)c1ccc2c(c1)CCCN2C(C)=O | 0.9

Next records
Each structure is followed by: VLA-4 inh	AGP1-GFP MLPCN	CIT2-GFP yeast	BCLXL inh	GLD-1 TGE inh	GRK2 aptamer HTS	Fam108B counter	MCL1-BIM inh	MEX-5 binding
- O=C(CN(C(=O)C1CSC(=O)C1)c1ccccc1F)NCc1ccc2c(c1)OCO2 (centres undefined)
  7	107	106	-1	4	2	-1	0	4.0
- COc1ccc(/C=C/C(=O)OC(C)CN2CCOCC2)cc1 (centres undefined)
  30	106	114	6	6	0	1	7	1.9
- COc1ccc(CNC(=O)c2cc(=O)c3cc(C)cc(C)c3o2)cc1
  0	103	104	3	2	0	1	-3	-2.1
- OCC[C@H]1C[C@@H](O)[C@H](O)[C@]2(Cc3ccccc3CO2)O1
  1	80	72	-5	5	0	-6	-7	·
- Cc1ccc(NC2CCCN(C(=O)C3CCCC3)C2)cc1C (centres undefined)
  1	94	·	9	4	0	1	7	0.4
- O=C(Cn1cnc2ccccc2c1=O)NCC(=O)N1CCN(c2ccccn2)CC1
  11	110	111	1	5	0	1	-2	·
- O=C(CCCC1=NS(=O)(=O)c2ccccc2N1)N1CCN(c2ccccc2)CC1
  8	90	97	8	-1	0	1	5	2.1
- CCOc1ccccc1N1CCN(C(=O)NC2CCCCC2)CC1
  -5	86	99	5	11	0	0	-5	2.5
- O=c1oc2ccccc2c2oc3cc(O)c(O)cc3c12
  -5	92	77	29	1	1	16	71*	-0.1
- CC(C)C[C@@H]1NC(=O)[C@H](CO)NC(=O)c2cc([N+](=O)[O-])cc(I)c2OCC[C@@H](C(N)=O)NC1=O
  23	94	108	8	-4	7	1	0	·
- COCCCn1c(=O)c2sccc2n2c(CCCC(=O)NCc3ccccc3OC)nnc12
  7	91	98	-1	-2	0	2	1	-0.4
- O=C(COc1ccc(S(=O)(=O)NC2CCCCC2)cc1Cl)N1CCN(c2ccccc2)CC1
  3	·	86	4	9	0	-3	9	-1.3
- COc1ccc(/C=C/c2ccccc2)cc1[C@H]1[C@@H]2C=CCC[C@@]2(C)C(=O)N1Cc1ccccc1
  8	108	97	1	4	0	-1	3	0.0
- CCCC(O)(c1ccc(OC)cc1)C(CN1CCOCC1)c1ccc(Cl)cc1 (centres undefined)
  -10	96	102	6	-2	0	5	2	-2.4
- Cc1ccc(/C(N)=N/OC(=O)Cc2cccs2)cc1
  0	96	103	0	1	1	-3	-6	2.5
- O=c1[nH]c(C2CCN(S(=O)(=O)c3ccc(C(F)(F)F)cc3)CC2)nc2c1nnn2Cc1cccc(F)c1
  1	100	99	5	0	0	-3	-1	-0.7
- CC1=C([N+](=O)[O-])C(c2ccccc2Cl)NC(=O)N1C (centres undefined)
  -1	98	103	5	3	·	-1	3	1.8
- COCCNC(=O)Nc1ccc2nc(-c3cccs3)c(-c3cccs3)nc2c1
  -2	96	97	-1	12	9	-2	0	-2.4
- Cc1cc2cc(CN(Cc3ccco3)C(=O)NCc3ccccc3)c(=O)[nH]c2cc1C
  0	92	87	3	-1	0	-1	-6	-0.7
- COc1ccc(-c2csc(NC(=S)NC(=O)/C=C/c3ccco3)n2)cc1OC
  11	89	84	1	2	0	-1	-24	2.1
- C/C(=N\NC(=O)c1c(Cl)c(C)nn1C)c1cccc(NC(=O)c2cccc(F)c2)c1
  6	84	84	8	3	0	-2	4	-7.5
- Cc1ccc(-c2nn3c(C)nnc3c3ccccc23)cc1S(=O)(=O)NCCO
  -6	88	·	9	-1	2	1	1	-0.1
- CCc1n[nH]c(=S)n1/N=C/c1cc(Br)c(O)c(OC)c1
  -10	104	97	-5	56*	1	5	-6	-3.8
- O=C(NC1=NCCCCC1)c1cccc2ccccc12
  21	105	97	4	-2	0	-4	2	-2.5
- Cn1nnc(NC(=S)NC(=O)c2ccco2)n1
  -11	98	93	9	-1	0	5	10	2.2
- COc1cc(OC)cc(C(=O)N/N=C(\C)CC(=O)Nc2ccccn2)c1
  10	94	99	2	-1	0	2	4	3.4
- CC(=O)C1=C(O)C(=O)N(c2ccc(C(=O)O)cc2)C1c1ccccc1 (centres undefined)
  -10	102	96	2	0	0	1	-7	-0.3
- CCC(C)NC(=O)CCNS(=O)(=O)c1ccc(Br)cc1 (centres undefined)
  4	98	101	-1	10	0	5	4	3.3
- c1ccc(Cc2nnc3sc(Nc4ccccc4)nn23)cc1
  -5	100	99	0	6	0	-4	0	-1.0
- C/C=C/c1ccccc1OCc1ccc(C(=O)O)o1
  4	99	86	5	0	0	-6	3	-0.3
- O=C(CNc1cccc(C(F)(F)F)c1)Nc1cccc(S(=O)(=O)N2CCCC2)c1
  1	102	98	-1	4	2	·	-2	·
- c1ccc(C2OC3c4cccc5cccc(c45)C3N2c2ccccc2)cc1 (centres undefined)
  1	108	104	10	8	0	-2	12	1.3
- CCC(NS(=O)(=O)c1ccc(C)cc1)C(=O)N1CCOCCOCCOCCOCC1 (centres undefined)
  -4	89	105	-3	1	1	6	-12	0.5
- NC(=O)C1CCCN(Cc2ccc(Cl)cc2)C1 (centres undefined)
  0	100	101	1	10	0	2	4	-1.1
- Cc1ccnc(NC(=O)c2sc3ccccc3c2Cl)c1
  10	105	104	-3	-10	0	2	-4	1.2
- Cc1cccc(C)c1NS(=O)(=O)c1ccc(NC(=O)c2ccc(Cl)c([N+](=O)[O-])c2)cc1
  3	96	102	0	5	0	-10	-3	-3.2
- CC(=O)c1ccc(NC(=O)C2CCC(C)NC2=O)cc1 (centres undefined)
  -1	85	86	3	1	2	2	2	-0.9
- Cc1ccccc1N1CCN(C2CCCN(C(=O)c3cc(C(C)C)[nH]n3)C2)CC1 (centres undefined)
  6	100	101	2	0	0	0	-1	1.2
- CN(C)S(=O)(=O)c1ccc(C(=O)Nc2ccccc2[N+](=O)[O-])cc1
  6	119	90	-1	6	0	-3	0	3.4
- CN1CCC(N(C)S(=O)(=O)c2ccc(NC(=O)COc3cccc(Cl)c3)cc2)CC1
  4	106	99	-2	-3	0	2	0	3.8
- CC12CC3CC(C)(C1)CC(C(=O)N1CCN(C(=O)c4ccco4)CC1)(C3)C2
  0	91	83	6	4	0	2	1	-1.9
- COc1cccc(NC(=O)COC(=O)c2ccc(C)c(S(=O)(=O)N3CCCCC3)c2)c1
  10	94	102	6	-1	1	·	5	·
- Cc1ccc(S(=O)(=O)NCC(=O)NCC2CCCCC2)cc1C
  3	111	102	5	0	0	2	-1	-3.4
- CCCCn1c(N)c(N(CCOC)C(=O)CSc2n[nH]c(-c3ccc(C)cc3)n2)c(=O)[nH]c1=O
  -6	106	100	1	-4	4	-4	0	-0.2
- Cc1ccc2nc(-c3ccc4c(c3)OCCO4)cn2c1
  -5	108	101	1	-3	2	-1	1	0.3

Screening data: PubChem BioAssay, several laboratories
